Assay outcomes: PubChem BioAssay, Southern Research Specialized Biocontainment Screening Center
tuberculosis growth – growth inhibition of non-replicating M. tuberculosis (AID 488890) | inhibition, % at 25 µM; hits with a dose series show IC50 in µM | actives 0.39% (n = 320,000) | Mycobacterium tuberculosis non-replicating, growth inhibition; higher % means a stronger effect; in the data active means a potency from the dose series; inconclusive means inhibition mostly from about 82% at the one dose, without a potency; inactive means the rest, 99 in 100 with inhibition below about 76%;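 further: plate controls were DMSO cells for no effect and high antibiotic wells for full effect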
influenza NS1A – H1N1 influenza NS1A inhibitors, functional cell based assay (AID 504329). NS1A functional cell-based assay, percent inhibition; higher % means a stronger effect. inhibition, % at 12.5 µM, or IC50 in µM where a hit was titrated. actives 0.3% (n = 340,000); in the data active means a potency from the dose series; inconclusive means inhibition above about 27% without an active follow-up result; further: strong numbers were not always called active
Salmonella PhoP GFP – Inhibition of PhoP regulon, Salmonella typhi GFP reporter cells, confirmation, 4 h (AID 1850); Salmonella Typhi PhoP-promoter GFP reporter, fluorescence, 4 h; higher % means a stronger effect; one-dose inhibition, % at 50 µM; IC50 in µM for titrated hits; actives 0.33% (n = 310,000); in the data active means a potency from the dose series; inconclusive means inhibition mostly from about 25% at the one dose, without a potency; inactive means the rest, 99 in 100 with inhibition below about 19%;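 further: 0% = induced wells with vehicle and 100% = uninduced wells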
H37Rv inhibition – M. tuberculosis growth inhibition, HTS (AID 449762) | M. tuberculosis H37Rv growth inhibition, 7H9 media; higher % means a stronger effect | inhibition, % at 25 µM; hits with a dose series show IC50 in µM | actives 0.59% (n = 330,000); in the data active means a potency from the dose series; inconclusive means inhibition above about 70% without an active follow-up result;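 further: bacterial growth assessed after seven days of incubation; strong numbers were not always called active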
inhibitors of VEEV – inhibitors of VEEV TC-83 cytopathic effect, confirmation, Vero cells (AID 588727). Vero cells, VEEV TC-83 cytopathic effect inhibition; higher % means a stronger effect. inhibition, % at 20 µM; hits with a dose series show IC50 in µM. actives 0.13% (n = 350,000); in the data active means a potency from the dose series; inconclusive means inhibition mostly from about 14% at the one dose, without a potency; inactive means the rest, 99 in 100 with inhibition below about 12%; further: strong numbers were not always called active
inhibitors of VEEV 10K pilot screen – second read-out of inhibitors of VEEV, no call of its own (marks repeat the call); inhibition, %; measured here: 10K pilot screen inhibition
* = called active by the depositor; i = inactive; ? = inconclusive; . = no result given.

The first three records, to show the layout:
SMILES	tuberculosis growth	influenza NS1A	Salmonella PhoP GFP	H37Rv inhibition	inhibitors of VEEV	others
Cc1ccc(S(=O)(=O)Nc2ccccc2C(=O)N2CCCCC2C)c(C)c1NS(C)(=O)=O (configuration not stated)	-2%	8%	-7%	0%	0.1%
COC(CNC(=O)C1CCN(S(=O)(=O)c2cccc3nsnc23)CC1)OC	-4%	11%	6%	3%	1.1%
O=C1c2ccccc2C(=O)N1CCCP(=O)(O)CCc1ccccc1	3%	-7%	9%	10%	1.4%

The list itself (from the top)
SMILES	tuberculosis growth	influenza NS1A	Salmonella PhoP GFP	H37Rv inhibition	inhibitors of VEEV	others
Cc1ccc(S(=O)(=O)Nc2ccccc2C(=O)N2CCCCC2C)c(C)c1NS(C)(=O)=O (configuration not stated)	-2%	8%	-7%	0%	0.1%
COC(CNC(=O)C1CCN(S(=O)(=O)c2cccc3nsnc23)CC1)OC	-4%	11%	6%	3%	1.1%
O=C1c2ccccc2C(=O)N1CCCP(=O)(O)CCc1ccccc1	3%	-7%	9%	10%	1.4%
Cc1ccc(/C=C2\SC(=S)N(CC(=O)Nc3cccnc3)C2=O)cc1	-13%	-1%	-6%	-1%	0.6%
CCN(CC)CCCNCC(=O)Nc1cc(C)on1	-2%	-1%	-10%	-4%	0.0%
CCc1ccc(CN2CCN(C(=O)Cc3ccccc3)CC2)cc1	11%	-7%	1%	-1%	0.3%
O=[N+]([O-])c1ccc2nc(-c3ccccc3)[nH]c2c1	18%	-4%	-8%	-1%	2.7%
COc1ccccc1-n1c(CNC(=O)c2ccco2)nnc1SCC(=O)Nc1cc(C)ccc1C	21%	15%	-5%	-10%	6.5%
C[C@@H](C(=O)Nc1ccc2ccccc2c1)[C@@H]1C[C@@]1(C)[C@@H](NC(=O)c1ccccc1)c1ccccc1	30%	-20%	-11%	28%	3.3%
S=C(c1cn(CCOc2cccc3ccccc23)c2ccccc12)N1CCCC1	23%	4%	-15%	3%	i
O=[N+]([O-])c1ccc(O)c(-c2cc(C(F)(F)F)nc(-c3ccccc3)n2)c1	?	20%	-11%	22µM*	?
O=C(c1ccccc1)N1CCC(c2nc3c(nnn3Cc3ccccc3Cl)c(=O)[nH]2)CC1	34%	-10%	19%	-4%	1.4%
Cn1c(O)c(N=NC(=O)CNC(=O)c2ccccc2)c2ccccc21	-27%	6%	-2%	-6%	1.7%
COc1ccc(S(=O)(=O)N2CCOCC2)cc1NC(=O)CCOc1ccc(C(C)(C)C)cc1	.	-5%	.	.	1.4%
CCOC(=O)c1cc(NC(=O)c2ccccc2)c(=O)oc1-c1ccccc1	9%	1%	-3%	11%	4.6%
O=C(CC1(O)C(=O)Nc2ccccc21)c1ccccc1O (configuration not stated)	7%	-4%	-3%	1%	1.0%
Cc1ccc(NC(=O)C2CCN(S(=O)(=O)c3ccc4c(c3)CCCC(=O)N4)CC2)c(Br)c1	38%	9%	-4%	-7%	i
COc1ccc(C(=O)NNC(=O)c2ccc3ccccc3c2)cc1	.	-18%	.	.	4.5%
CC(Sc1ccccc1)C(=O)Nc1cccc(N(C)S(C)(=O)=O)c1 (configuration not stated)	0%	-7%	2%	2%	2.1%
Cc1nc(Sc2nnnn2C)c2c3c(sc2n1)CCC3	4%	-5%	12%	-3%	5.5%

Two entries drawn at random from those above, as already listed:
SMILES	tuberculosis growth	influenza NS1A	Salmonella PhoP GFP	H37Rv inhibition	inhibitors of VEEV	others
C[C@@H](C(=O)Nc1ccc2ccccc2c1)[C@@H]1C[C@@]1(C)[C@@H](NC(=O)c1ccccc1)c1ccccc1	30%	-20%	-11%	28%	3.3%
Cc1nc(Sc2nnnn2C)c2c3c(sc2n1)CCC3	4%	-5%	12%	-3%	5.5%

Additional records.
SMILES	tuberculosis growth	influenza NS1A	Salmonella PhoP GFP	H37Rv inhibition	inhibitors of VEEV	others
O=C(Nc1ccccc1)C1=C[C@H](c2ccc(Br)cc2)C[C@H](OCc2ccc(CO)cc2)O1	2%	12%	-8%	45%	6.6%
CCOc1ccc(N2C(=O)CC(n3ccc(C)n3)C2=O)cc1 (configuration not stated)	-7%	-5%	-3%	2%	i
O=C(CSc1n[nH]c(=O)[nH]c1=O)NC1CC1	0%	2%	-8%	-1%	3.1%
O=C(CN1C(=O)NC2(CCCCC2)C1=O)NCc1ccc2c(c1)OCO2	-8%	-3%	1%	-1%	1.4%
Cc1cc(C)nc(N2CCC(C(=O)N3CCN(c4cc(Cl)ccc4C)CC3)CC2)n1	38%	3%	-1%	?	0.3%
CCCn1c(NC(=O)C2CCN(C(=O)c3ccc(F)cc3)CC2)nc2ccccc21	18%	-1%	-7%	62%	7.4%
O=C(Nc1nc2c(ccc3ccccc32)s1)c1cc([N+](=O)[O-])ccc1N1CCOCC1	-18%	.	5%	12%	.
CN(CC(=O)Nc1ccccc1C(F)(F)F)C(=O)c1ccc(N2C(=O)CCC2=O)cc1	-16%	-6%	3%	-12%	2.0%
COc1ccc(-c2nc(C#N)c(N3CCCCCC3)o2)cc1	22%	11%	9%	69%	i
COC(=O)C1=C(C)OC(N)=C(C#N)C1c1cc2cc(C)ccc2nc1Cl (configuration not stated)	-13%	12%	-2%	5%	0.5%	inhibitors of VEEV 10K pilot screen=0.8
O=C(c1cccc(N2CCCC2=O)c1)N1CCN(c2ccccc2)CC1	-2%	-1%	2%	0%	0.6%	inhibitors of VEEV 10K pilot screen=0.8
O=C(Nc1ccccc1C(F)(F)F)C(O)(c1ccccc1)C1CCCCC1 (configuration not stated)	0%	7%	.	-8%	0.4%
Cc1cccc(NC(=O)CN2C(=O)NC(C)(c3ccc4c(c3)OCO4)C2=O)c1 (configuration not stated)	12%	0%	5%	-13%	2.1%
COc1ccc(NC(=O)CSc2nc(O)cc(=O)[nH]2)c(OC)c1	-14%	-12%	4%	-3%	1.3%
O=C(CC(=O)c1c(F)cccc1Cl)c1ccccc1O	?	-22%	51µM*	?	i
C[C@@H]1CN([C@@H](C)CO)C(=O)Cc2cc(NC(=O)Nc3ccc(F)cc3)ccc2O[C@@H]1CN(C)Cc1ccc(Cl)c(Cl)c1	51%	0%	.	48%	1.3%
CCc1cc(=O)oc2cc(OCC(=O)N3CCC(C(N)=O)CC3)ccc12	-14%	1%	4%	-3%	0.3%
COc1ccccc1-c1ccc(NC2CCCCC2)nn1	58%	7%	6%	56%	2.5%
CCOC(=O)C1CCCN(c2c(NCCc3ccc(Cl)cc3)c(=O)c2=O)C1 (configuration not stated)	-19%	-10%	9%	2%	0.2%
Cc1ccc(C(=O)NCCNC(=O)Cc2ccccc2)cn1	-13%	5%	-2%	-9%	i

Continued; it opens with the two that closed the last part.
SMILES	tuberculosis growth	influenza NS1A	Salmonella PhoP GFP	H37Rv inhibition	inhibitors of VEEV	others
CCOC(=O)C1CCCN(c2c(NCCc3ccc(Cl)cc3)c(=O)c2=O)C1 (configuration not stated)	-19%	-10%	9%	2%	0.2%
Cc1ccc(C(=O)NCCNC(=O)Cc2ccccc2)cn1	-13%	5%	-2%	-9%	i
CC1CCN(C(c2cccs2)c2nnnn2Cc2ccccc2)CC1 (configuration not stated)	32%	-6%	-14%	-1%	2.9%
CCOc1ccc(S(=O)(=O)Nc2c(C)n(C)n(-c3ccccc3)c2=O)cc1	4%	-2%	-7%	2%	0.5%
CCc1cccc(C)c1NC(=S)NCCc1c(C)[nH]c2ccc(C)cc12	34%	2%	-4%	-13%	7.6%
CCCc1cc(=O)oc2c(C)c(O[C@@H]3O[C@H](CO)[C@@H](O)[C@H](O)[C@H]3O)ccc12	-5%	-6%	-13%	-9%	9.5%
CSCCC1NC(=O)N(C(C)C(=O)Nc2cc(Cl)cc(Cl)c2)C1=O (configuration not stated)	42%	-1%	-2%	-4%	1.0%
O=C(N[C@@H](Cc1ccccc1)C(=O)OCc1ccccc1)c1ccco1	58%	-19%	.	51%	2.1%
COC(=O)C1=C(O)/C(=C\c2cc(C)n(-c3ccccc3F)c2C)N=C1C	-8%	9%	-5%	-3%	3.7%
CC12C=CC(=O)C=C1CC(O)C1C2CCC2(C)C1CCC2(C)O (configuration not stated)	.	-3%	.	.	i
CC(C)CCC(CCN1CCCC1)c1ccc2c(c1)OCO2 (configuration not stated)	15%	2%	6%	-2%	0.7%
Nc1c(N(C(=O)Nc2ccc(Cl)c(Cl)c2)C2CCCC2)c(=O)[nH]c(=O)n1Cc1ccccc1	3%	-5%	-5%	6%	4.5%
Cc1ccc(-n2nc(C)c3c2OC(N)=C(C#N)C3c2ccccc2F)cc1 (configuration not stated)	10%	11%	3%	3%	1.4%
O=C(OCCOc1ccc(Cl)cc1)c1cc(S(=O)(=O)N2CCCCC2)ccc1N1CCOCC1	.	-2%	.	.	5.3%
O=C(NCCSc1ccc(Cl)cc1)c1ccc(CN2CCOCC2)cc1	16%	3%	5%	-8%	i
COC(=O)c1c(NC(=O)c2ccc([N+](=O)[O-])o2)sc2c1CCN(C(C)C)C2	0.15µM*	12%	-13%	?	i
O=c1[nH]cnc2scc(-c3cccs3)c12	4%	0%	-4%	3%	6.5%
CC1CC2(CCCC2)Nc2ccc(F)cc21 (configuration not stated)	-13%	-2%	-1%	-6%	0.8%
CCCc1cc(=O)oc2cc(OCC(=O)Nc3ccc(CN4CCOCC4)cc3)c(Cl)cc12	40%	-1%	1%	?	1.4%
O=C(Cc1ccccc1)NCc1nc2ccccc2[nH]1	7%	4%	5%	-1%	0.2%
CCc1onc(C)c1C(=O)Nc1ccc2c(c1)OCO2	6%	-13%	1%	-4%	0.2%
COc1ccc(CCN2CC(C(=O)N(C)CC(=O)Nc3cccc(F)c3)CC2=O)cc1OC (configuration not stated)	-3%	-3%	-5%	-9%	0.8%
CN(C)CCN(C(=O)c1ccc2ccccc2c1)c1nc2c(F)cccc2s1	12%	13%	1%	-5%	0.7%
Cc1c(NC(=O)CCc2ccc(S(=O)(=O)N3CCOCC3)cc2)c(=O)n(-c2ccccc2)n1C	.	-18%	.	.	0.9%
CN(C)S(=O)(=O)c1cccc(NC(=O)COC(=O)c2ccc([N+](=O)[O-])o2)c1	54%	-3%	-12%	-12%	0.5%
CCOc1ccc(C(=O)N/N=C(/C)C2C(=O)c3ccccc3C2=O)cc1	0.47µM*	-4%	-7%	-16%	1.3%
CCC1CCc2sc(C(=O)NCC(c3ccc(OC)cc3)N3CCOCC3)cc2C1 (configuration not stated)	56%	-12%	.	25%	4.1%
O=C(CSc1nnc(-c2ccccc2)n1Cc1ccco1)NCc1ccc2c(c1)OCO2	40%	4%	-2%	2%	6.8%
COc1ccc(OC)c(C2NC(=S)NC3=C2N2CCC3CC2)c1 (configuration not stated)	-14%	-5%	7%	-5%	i
CC(=O)Nc1ccc(NC(=O)[C@@H](NC(=O)N2C[C@H]3C[C@@H](C2)c2cccc(=O)n2C3)C(C)C)cc1	-16%	-11%	-9%	-5%	0.7%
Cc1ccccc1-n1c(C)nc2ccsc2c1=O	39%	6%	1%	0%	0.5%
CC(C)n1c(SCC(=O)N2CCCCC2)nc2c1c(=O)n(C)c(=O)n2C	-2%	4%	-7%	-5%	0.6%
Cc1cc(=O)[nH]c(SCC(=O)Nc2ccc(C)c(S(=O)(=O)N3CCCCC3)c2)n1	13%	14%	-8%	14%	0.8%
COCC(C)NC(C(=O)Nc1cccc(C(C)=O)c1)c1ccccc1 (configuration not stated)	8%	11%	22%	-7%	0.7%
COc1cc(NC(=O)Cc2ccccc2)cc(OC)c1	7%	0%	-7%	-1%	1.2%
CCCc1nn2c(=O)cc(CSCC(=O)Nc3cccc(OC)c3)nc2s1	22%	12%	-15%	12%	i
CC(C)n1nc(C(=O)OCC(=O)c2c[nH]c3ccccc23)c2ccccc2c1=O	13%	-17%	-6%	-3%	5.1%
O=C(COC(=O)c1cnccn1)NCCc1ccccc1	-1%	2%	-4%	-17%	1.1%
Cc1ccc(S(=O)(=O)N2[C@@H](c3ccc(Br)cc3)C(C(=O)O)=C[C@H]2C(C)(C)C)cc1	64%	-6%	.	-2%	0.2%
CCS(=O)(=O)c1ccc2c(c1)N(S(C)(=O)=O)CC(C(=O)NN)O2 (configuration not stated)	-2%	-1%	-4%	-7%	0.8%
CC(C)Cn1c(CN2CCN(c3ccccc3F)CC2)nc2c1c(=O)[nH]c(=O)n2C	.	2%	-7%	-10%	2.4%
CCOc1ccc(CNc2ccc(CNc3ncn[nH]3)cc2)cc1	67%	-4%	-3%	12%	0.9%
Cc1cccc(NNC(=O)C(=O)NNc2cccc(C)c2)c1	68%	.	4%	?	i
